Assay outcomes deposited in PubChem by Sanford-Burnham Center for Chemical Genomics.
CCR6 antag: CCR6 receptor antagonists, primary screen, cell-based, CHO-K1, luminescence, beta-arrestin, uHTS. C-C chemokine receptor type 6 (Homo sapiens), P51684. CHO-K1 CCR6 PathHunter beta-arrestin, CCL20-stimulated. inhibition, % at 20 µM. hit rate 0.49% among 340,000. AID 493098, 2011;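 active = compounds whose inhibition of the agonist-driven luminescence signal at 20 µM reaches about 50%, limit read from the data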;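 also: cells stimulated with CCL20 at 14 nM final; plate controls were DMSO with CCL20 for no effect and DMSO without agonist for full effect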
APOBEC3A inh: APOBEC3A ssDNA deaminase inhibitors, primary screen, selectivity assay for APOBEC3G inhibitor project, biochemical, FAM/TAMRA oligo cleavage fluorescence. recombinant A3A, FAM/TAMRA ssDNA deamination fluorescence. hit rate 0.41% among 330,000. inhibition, % at 20 µM. DNA dC->dU-editing enzyme APOBEC-3A (Homo sapiens), P31941. AID 493011, 2011;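 active = at least 40% inhibition at 20 µM here, with at most 30% in a related deaminase screen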;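 also: plate controls were A3A with DMSO for no effect and wells lacking A3A enzyme for full effect; some results filed as inactive read as strong as hits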
Target sequence (P31941 whole entry, looked up): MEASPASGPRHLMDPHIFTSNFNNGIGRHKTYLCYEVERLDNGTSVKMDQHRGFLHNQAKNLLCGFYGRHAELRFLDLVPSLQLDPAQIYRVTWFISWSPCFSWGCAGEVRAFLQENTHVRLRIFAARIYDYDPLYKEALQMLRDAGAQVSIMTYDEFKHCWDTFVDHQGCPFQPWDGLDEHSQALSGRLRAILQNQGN
GRIN3A LBD mod: binders of NR3A ligand-binding domain, primary screen, biophysical, differential scanning fluorimetry, uHTS; NR3A LBD differential scanning fluorimetry, Tm shift; 0% = protein alone, 100% = glycine-bound protein; Tm shift relative to glycine control, % at 25 µM; hit rate 2.5% among 340,000; AID 1259313, 2017;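 active = melting temperature shift of at least 10% of the positive control shift, at one fixed dose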
EBI2 block: EBI2 receptor antagonists, beta-arrestin recruitment, primary screen, cell-based, luminescence, 7a,25-OHC stimulation, uHTS; G-protein coupled receptor 183 (Homo sapiens), P32249; inhibition, % at 5 µM; 7a,25-OHC stimulated; hit rate 0.81% among 360,000; AID 651636, 2012; in the data active = inhibition above about 38%;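 also: enzyme fragment complementation signal reports receptor beta-arrestin coupling in cells; 0% = agonist plus DMSO wells and 100% = wells without agonist; some results beyond the cut were filed as inactive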
MPTP inh: mitochondrial permeability transition pore inhibitors, primary screen, biochemical, isolated mouse mitochondria, absorbance. hit rate 1.4% among 360,000. inhibition, % at 10 µM. Ca2+ swelling absorbance, 30 min. AID 602449, 2012;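 active = inhibition of 50% or more, scaled per plate between neutral and stimulator controls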;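 also: 0% = DMSO wells given calcium and 100% = 1 mM EGTA wells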
CXCR6 block: CXCR6 receptor inhibitors, primary screen, cell-based, beta-arrestin, luminescence, CHO-K1 PathHunter, 1536-well. C-X-C chemokine receptor type 6 (Homo sapiens), O00574. hit rate 0.36% among 360,000. inhibition, % at 20 µM; in the data active = inhibition above about 34%, passing the limit was not always enough;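 also: antagonist mode with CXCL16 agonist at 10 nM final; 0% = 10 nM CXCL16 with DMSO and 100% = unstimulated wells without agonist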
Target sequence (O00574 whole entry, looked up): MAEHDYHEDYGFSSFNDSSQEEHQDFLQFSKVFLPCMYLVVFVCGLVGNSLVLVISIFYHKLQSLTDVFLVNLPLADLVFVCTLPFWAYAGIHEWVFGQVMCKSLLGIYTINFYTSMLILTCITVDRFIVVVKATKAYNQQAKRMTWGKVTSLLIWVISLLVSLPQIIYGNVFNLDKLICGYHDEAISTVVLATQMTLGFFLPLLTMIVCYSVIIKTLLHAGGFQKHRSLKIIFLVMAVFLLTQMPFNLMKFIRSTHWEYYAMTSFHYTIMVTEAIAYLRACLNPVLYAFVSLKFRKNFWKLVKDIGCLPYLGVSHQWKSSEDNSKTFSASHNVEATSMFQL
Gli-Sufu antag: Gli-Sufu pathway antagonists, primary screen, luciferase luminescence, Sufu-KO-LIGHT cells, uHTS. Sufu-KO-LIGHT fibroblasts, Gli luciferase reporter luminescence. inhibition, % at 5 µM. hit rate 0.74% among 340,000. AID 588413, 2011;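 active = inhibition above about 55%, limit read from the data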;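 also: 0% = DMSO-treated cells and 100% = wells with medium but no cells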
APOBEC3G inh: APOBEC3G DNA deaminase inhibitors, primary screen, biochemical, fluorescence, single-stranded DNA substrate, uHTS; hit rate 0.28% among 330,000; recombinant A3G, ssDNA deamination FAM/TAMRA fluorescence; inhibition, % at 20 µM; DNA dC->dU-editing enzyme APOBEC-3G (Homo sapiens), Q9HC16;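 active = inhibition of at least 40% at 20 µM, with no more than 30% in the related APOBEC3A deaminase screen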;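 also: plate controls were DMSO wells with A3G for no effect and wells lacking A3G enzyme for full effect; some compounds called inactive have numbers as strong as hits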
Target sequence (Q9HC16 whole entry, looked up): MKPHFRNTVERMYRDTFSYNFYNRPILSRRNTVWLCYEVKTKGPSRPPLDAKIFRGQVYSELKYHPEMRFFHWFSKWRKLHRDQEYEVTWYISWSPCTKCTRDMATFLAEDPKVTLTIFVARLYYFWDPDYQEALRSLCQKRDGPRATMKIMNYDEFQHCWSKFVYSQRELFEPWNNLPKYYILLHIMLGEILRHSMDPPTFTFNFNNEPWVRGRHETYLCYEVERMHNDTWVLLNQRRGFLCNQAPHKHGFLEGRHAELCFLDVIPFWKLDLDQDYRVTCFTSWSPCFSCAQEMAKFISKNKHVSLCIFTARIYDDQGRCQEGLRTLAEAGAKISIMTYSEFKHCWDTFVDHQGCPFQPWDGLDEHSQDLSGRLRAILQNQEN
* = called active by the depositor.

How did Cc1ccc(C)[n+](CC(=O)c2ccc(-c3ccccc3)cc2)c1 do in these assays?
CCR6 antag: 14; APOBEC3A inh: -6; GRIN3A LBD mod: 2; EBI2 block: -8; MPTP inh: -3.8; CXCR6 block: 2; Gli-Sufu antag: 56*; APOBEC3G inh: -8

What do the screens show for `O=c1[nH]c2ccccc2n1C1=CCCC1`?
CCR6 antag: -11; APOBEC3A inh: -1; GRIN3A LBD mod: -1; EBI2 block: 7; MPTP inh: 0.4; CXCR6 block: -2; Gli-Sufu antag: -4; APOBEC3G inh: -3

Results for O=c1c2c3nc4ccccc4nc3n(Cc3ccccc3)c2ncn1Cc1ccco1 ?
CCR6 antag: 20; GRIN3A LBD mod: 0; EBI2 block: 51*; MPTP inh: -2.9; CXCR6 block: 27; Gli-Sufu antag: -5

How did CCOCc1nnc(NC(=O)CSCc2ccccc2)s1 do in these assays?
CCR6 antag: -6; APOBEC3A inh: -4; GRIN3A LBD mod: -2; EBI2 block: -20; MPTP inh: 3.4; CXCR6 block: -4; Gli-Sufu antag: 2; APOBEC3G inh: -10

How did C[C@H](CO)N1C[C@H](C)[C@@H](CN(C)C(=O)Nc2ccc(C(F)(F)F)cc2)Oc2c(NC(=O)Nc3ccc4c(c3)OCO4)cccc2C1=O do in these assays?
CCR6 antag: -10; APOBEC3A inh: 2; GRIN3A LBD mod: 4; EBI2 block: 8; MPTP inh: -2.5; CXCR6 block: -7; Gli-Sufu antag: 9; APOBEC3G inh: -6

Results for C[C@@H](NC(=O)c1nc[nH]c1C(=O)N(C)Cc1ccccc1)c1ccccc1 ?
CCR6 antag: 1; APOBEC3A inh: 0; GRIN3A LBD mod: 0; EBI2 block: -6; MPTP inh: -2.7; CXCR6 block: 7; Gli-Sufu antag: 5; APOBEC3G inh: -12

Results for Cn1nc(-c2ccc(C(=O)NCC3CCCO3)cc2)c2ccccc2c1=O (centres undefined) ?
CCR6 antag: 0; APOBEC3A inh: -6; GRIN3A LBD mod: -1; EBI2 block: -3; MPTP inh: -2.7; CXCR6 block: -10; Gli-Sufu antag: 7; APOBEC3G inh: -6

Results for COc1ccc(/C=C2/C(=O)N(c3ccccc3)N=C2C)cc1 ?
CCR6 antag: 10; APOBEC3A inh: 3; GRIN3A LBD mod: -5; EBI2 block: 0; MPTP inh: 4.6; CXCR6 block: 2; Gli-Sufu antag: 1; APOBEC3G inh: 0

How did CSc1cccc(NC(=S)N(CCCN2CCCC2)Cc2cccn2Cc2ccc(Cl)cc2)c1 do in these assays?
CCR6 antag: 21; APOBEC3A inh: 2; GRIN3A LBD mod: -1; EBI2 block: 23; MPTP inh: 0.9; CXCR6 block: 18; Gli-Sufu antag: 37; APOBEC3G inh: 0

What do the screens show for `CC(=O)c1ccccc1NC(=O)COC(=O)CSCC(=O)Nc1cc(C)on1`?
CCR6 antag: 2; APOBEC3A inh: -1; GRIN3A LBD mod: 1; EBI2 block: -7; MPTP inh: -0.6; CXCR6 block: 3; Gli-Sufu antag: 1; APOBEC3G inh: 0

What do the screens show for `N#CC(=C(O)COC(=O)CCC1CCCCC1)c1nc2ccccc2[nH]1`?
CCR6 antag: 32; GRIN3A LBD mod: -1; EBI2 block: -7; MPTP inh: -0.7; CXCR6 block: 18; Gli-Sufu antag: 0

Results for O=S(=O)(c1ccccc1)N1CCC(O)(CN2CCN(c3ccccc3)CC2)CC1 ?
CCR6 antag: -4; GRIN3A LBD mod: 1; EBI2 block: -9; MPTP inh: 1.0; CXCR6 block: 1; Gli-Sufu antag: 7

What do the screens show for `O=C(COC(=O)CC(c1ccccc1)c1ccccc1)NCc1ccccc1`?
CCR6 antag: 10; APOBEC3A inh: -1; GRIN3A LBD mod: 0; EBI2 block: 3; MPTP inh: 2.4; CXCR6 block: 1; Gli-Sufu antag: 0; APOBEC3G inh: -3

How did O=C(Nc1nc2ccc([N+](=O)[O-])cc2s1)c1c(F)cccc1F do in these assays?
CCR6 antag: 22; APOBEC3A inh: -3; GRIN3A LBD mod: 0; EBI2 block: -7; MPTP inh: -0.2; CXCR6 block: -4; Gli-Sufu antag: -13; APOBEC3G inh: -11

Results for CCCCCC(=O)Nc1cccc(C2=NOC3(C2)C[C@@H](C(N)=O)N(C(=O)c2cc([N+](=O)[O-])cc([N+](=O)[O-])c2C)C3)c1 (some centres undefined) ?
CCR6 antag: 3; APOBEC3A inh: 2; GRIN3A LBD mod: -1; EBI2 block: -13; MPTP inh: -2.2; CXCR6 block: -16; Gli-Sufu antag: 4; APOBEC3G inh: -3

What do the screens show for `O=C(c1ccccc1)N1CCN(C2c3cccc4cccc(c34)C2NS(=O)(=O)c2ccccc2)CC1` (centres undefined)?
CCR6 antag: -1; APOBEC3A inh: 1; GRIN3A LBD mod: 2; EBI2 block: 13; MPTP inh: 1.1; CXCR6 block: 5; Gli-Sufu antag: 16; APOBEC3G inh: 5

What do the screens show for `CC(Oc1ccc2c3c(c(=O)oc2c1)CCC3)C(=O)NCC1CCC(C(=O)O)CC1` (centres undefined)?
CCR6 antag: -36; APOBEC3A inh: 0; GRIN3A LBD mod: 2; EBI2 block: -4; MPTP inh: -2.1; CXCR6 block: -8; Gli-Sufu antag: -6; APOBEC3G inh: -5

How did COC(=O)CSc1nc(-c2ccccc2)c2c(c1C#N)CCCC2 do in these assays?
CCR6 antag: 1; APOBEC3A inh: -2; GRIN3A LBD mod: -2; EBI2 block: 15; MPTP inh: -1.4; CXCR6 block: 10; Gli-Sufu antag: 4; APOBEC3G inh: -5

How did Cc1cc(C(=O)N2CCCC(N3CCN(c4cccc(Cl)c4)CC3)C2)n(C)n1 (centres undefined) do in these assays?
CCR6 antag: 17; APOBEC3A inh: -2; GRIN3A LBD mod: 0; EBI2 block: -3; MPTP inh: 1.8; CXCR6 block: -2; Gli-Sufu antag: 11; APOBEC3G inh: -8

Results for CCOC(=O)CSc1nnc(NC(=O)CCc2ccccc2)s1 ?
CCR6 antag: -13; APOBEC3A inh: 0; GRIN3A LBD mod: -1; EBI2 block: 7; MPTP inh: 0.6; CXCR6 block: 0; Gli-Sufu antag: -19; APOBEC3G inh: -3

Results for C[C@]12C=CC(=O)C=C1CC[C@@H]1[C@@H]2C(=O)C[C@@]2(C)[C@H]1CC[C@]2(O)C(=O)COC(=O)CCC(=O)O ?
CCR6 antag: 3; APOBEC3A inh: -3; GRIN3A LBD mod: -1; EBI2 block: 6; MPTP inh: 0.5; CXCR6 block: 3; Gli-Sufu antag: 29; APOBEC3G inh: -11

What do the screens show for `COc1ccc(CCNC(=O)CN2CCN(S(=O)(=O)c3ccc(Cl)cc3)CC2)cc1OC`?
CCR6 antag: 4; APOBEC3A inh: -1; GRIN3A LBD mod: -2; EBI2 block: 0; MPTP inh: -3.1; CXCR6 block: 0; Gli-Sufu antag: -20; APOBEC3G inh: -1

How did CCOC(=O)N1CCC2(CC1)NCCc1c2[nH]c2ccccc12 do in these assays?
CCR6 antag: 3; APOBEC3A inh: -1; GRIN3A LBD mod: 0; EBI2 block: -14; MPTP inh: -1.6; CXCR6 block: 3; Gli-Sufu antag: 9; APOBEC3G inh: -1

What do the screens show for `COCCCNC(=O)c1oc2ccc(S(=O)(=O)N(C)C3CCCCC3)cc2c1C`?
CCR6 antag: -14; APOBEC3A inh: -2; GRIN3A LBD mod: -1; EBI2 block: 4; MPTP inh: 2.5; CXCR6 block: -1; Gli-Sufu antag: 40; APOBEC3G inh: -3

How did CN(CC(=O)Nc1ccc(Cl)c(Cl)c1)C(=O)CC1OC(=O)c2ccccc21 (centres undefined) do in these assays?
CCR6 antag: 7; APOBEC3A inh: 3; GRIN3A LBD mod: 0; EBI2 block: -1; MPTP inh: -2.2; CXCR6 block: -3; Gli-Sufu antag: 9; APOBEC3G inh: -6

What do the screens show for `CCOC(=O)c1[nH]c2c(c1-c1ccccc1)C(=O)CC(c1ccccc1)C2` (centres undefined)?
CCR6 antag: 2; APOBEC3A inh: -2; GRIN3A LBD mod: 0; EBI2 block: 6; MPTP inh: -1.5; CXCR6 block: 4; Gli-Sufu antag: -11; APOBEC3G inh: -7

Results for CN1CCN(C(=O)/C(=C/c2cccs2)NC(=O)c2ccco2)CC1 ?
CCR6 antag: -13; APOBEC3A inh: -1; GRIN3A LBD mod: 1; EBI2 block: 3; MPTP inh: -0.4; CXCR6 block: 5; Gli-Sufu antag: 0; APOBEC3G inh: -3

How did COCCCNC(=O)c1cc2c(s1)CS(=O)(=O)C2 do in these assays?
CCR6 antag: -11; APOBEC3A inh: 4; GRIN3A LBD mod: 0; EBI2 block: -9; MPTP inh: 0.6; CXCR6 block: -12; Gli-Sufu antag: 0; APOBEC3G inh: 1

How did COC(=O)c1c(NC(=O)CN2CCN(c3ccccc3)CC2)c2c(C)cccc2n1C do in these assays?
CCR6 antag: 16; APOBEC3A inh: -2; GRIN3A LBD mod: -3; EBI2 block: -2; MPTP inh: -0.8; CXCR6 block: 3; Gli-Sufu antag: 2; APOBEC3G inh: -3

Results for CCC(C(=O)NCc1ccc(F)cc1)n1nc(C)n2c(cc3occc32)c1=O (centres undefined) ?
CCR6 antag: 7; APOBEC3A inh: -6; GRIN3A LBD mod: -2; EBI2 block: 0; MPTP inh: -2.5; CXCR6 block: -2; Gli-Sufu antag: -6; APOBEC3G inh: -7

How did CCOC(=O)CSc1nc(C)cc(C)c1C(N)=O do in these assays?
CCR6 antag: 16; APOBEC3A inh: -2; GRIN3A LBD mod: -1; EBI2 block: -8; MPTP inh: -1.1; CXCR6 block: -9; Gli-Sufu antag: -5; APOBEC3G inh: -8

How did CCC(=O)Nc1cc(-c2nn(CC(=O)N3CCCCC3)c(=O)c3ccccc23)ccc1N1CCOCC1 do in these assays?
CCR6 antag: 17; APOBEC3A inh: -2; GRIN3A LBD mod: -2; EBI2 block: 2; MPTP inh: 1.2; CXCR6 block: 7; Gli-Sufu antag: 2; APOBEC3G inh: -6

What do the screens show for `CCn1c(CSc2nc3ccccc3s2)nnc1SCC(N)=O`?
CCR6 antag: -2; APOBEC3A inh: -5; GRIN3A LBD mod: 0; EBI2 block: -11; MPTP inh: -1.0; CXCR6 block: 4; Gli-Sufu antag: -3; APOBEC3G inh: -5

Results for Nc1ccc(-c2cc3ccccc3c(=O)o2)cc1 ?
CCR6 antag: 0; APOBEC3A inh: 0; GRIN3A LBD mod: -11; EBI2 block: -11; MPTP inh: -0.2; CXCR6 block: -12; Gli-Sufu antag: 31; APOBEC3G inh: -7

How did O=C(Nc1ccc2nccnc2c1)c1ccco1 do in these assays?
CCR6 antag: 2; APOBEC3A inh: -1; GRIN3A LBD mod: 0; EBI2 block: -10; MPTP inh: -0.3; CXCR6 block: -7; Gli-Sufu antag: -19; APOBEC3G inh: -8

How did CC(=O)Nc1ccc(S(=O)(=O)n2cnc(C)c2)cc1 do in these assays?
CCR6 antag: -7; APOBEC3A inh: -2; GRIN3A LBD mod: 1; EBI2 block: -3; MPTP inh: -1.0; CXCR6 block: 2; Gli-Sufu antag: -4; APOBEC3G inh: -8
